# High-throughput results as filed in PubChem BioAssay.
# TTR transcr act – TTR transcription activators in neuroblastoma reporter cells, primary screen, cell-based, luminescence, SH-SY5Y, TTR promoter Gaussia luciferase; 100% = recombinant luciferase protein wells; activation, % at 16.7 µM; hit rate 1.3% among 92,000; AID 1117267, 2014;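 active means activation above the mean of all tested compounds plus 3 SD, cut at about 9.5% in these data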;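 further: cells exposed to compounds for one day before reading; 0% = median of all test compound wells on the plate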
# Starred values were filed as active, the others as inactive. Not all compounds are listed, so the mix of outcomes need not match the whole.
SMILES,TTR transcr act
CC(C)c1ccc2[nH]c3c(c2c1)CCC/C3=N\NC(=O)c1ccncc1,4.7
O=C(c1cccs1)c1ccccc1Cc1cccs1,-1.8
COc1ccc(Cc2noc(CN(C)CCc3ccccc3)n2)cc1OC,-0.3
O=C(NC1CCCC1)C(=O)N(Cc1cccnc1)C(C(=O)NCc1ccco1)c1ccccc1F (stereo not drawn),0.8
CCOC(=O)Nc1nc(-c2ccccc2)c(C(=O)c2ccc(Cl)cc2)s1,11*
COc1ccc(CCNC(=O)c2cccc([N+](=O)[O-])c2)cc1OC,0.6
CCCN(CC(=O)Nc1cc(C)on1)S(=O)(=O)c1cccc(C(F)(F)F)c1,2.1
CCCn1c(NCc2ccc(N(C)C)cc2)nc2ccccc21,0.7
COc1ccc(NC(=O)COC(=O)CN2C(=O)C3CC=CCC3C2=O)c([N+](=O)[O-])c1 (stereo not drawn),1.5
O=C(CCC1CCN(C(=O)c2ccco2)CC1)NCc1ccc(F)cc1,-0.7
Cc1cc(=O)[nH]c(N/N=C/C2=C(N3CCOCC3)C(=C\c3ccc(Cl)cc3)/CC2)n1,-0.3
NC(=O)c1sc2nccc(Nc3ccccc3)c2c1N,0.4
Fc1ccc(Nc2nc(NCc3ccccc3)nc3ccsc23)cc1,0.8
O=P(O)(CCc1ccccc1)C(O)c1ccccc1 (stereo not drawn),-2.8
C/C(=N\NC(=O)COc1ccc2ccccc2c1)c1cccs1,5.1
O=C(Oc1cccnc1)c1cc(S(=O)(=O)N2CCOCC2)ccc1Cl,-2.7
O=C(c1cccs1)N1C[C@H](n2cc(C3CC3)nn2)[C@@H](O)C[C@@H]1c1ccc(Cl)cc1,-0.9
C=CCOc1ccc(C2/C(=C(\O)c3ccc4c(c3)OCCO4)C(=O)C(=O)N2CCCN2CCOCC2)cc1 (stereo not drawn),2.4
CCOC(=O)c1cnc(SCc2ccc(C)cc2)nc1N,-1.7
CCOC(=O)[C@@]12CCC3=C1N(CCC3)C(=O)[C@H](CC(=O)N1CCC(c3ccccc3)CC1)C2,1.9
COC(=O)[C@]12C[C@H](CC(=O)NCc3ccccc3)C(=O)N(Cc3cccc4ccccc34)C1=C[C@H](C(C)C)O[C@@H]2C1CC1,-1.4
c1ccc(CCCc2nc(-c3cccnc3)no2)cc1,0.7
O=C(CSc1ncccc1-c1nc2ccccc2[nH]1)Nc1ccc2c(c1)OCCO2,0.0
CN1CCN(/N=C/c2ccc(Br)cc2)CC1,1.0
Cc1cccc(N(CC(=O)NC2CCCCC2)C(=O)c2c(C)noc2C)c1,1.3
CCOc1cc(NC(=O)c2ccccc2C)c(OCC)cc1NC(=O)C1=Cc2ccccc2OC1,3.1
Cc1ccc(S(=O)(=O)NC(=O)NCCCCNC(=O)NS(=O)(=O)c2ccc(C)cc2)cc1,0.6
CCOC(=O)c1c(-c2ccc(F)cc2)csc1NC(=O)c1c(-c2ccccc2)noc1C,2.1
CC(C)(C)c1nnc2sc(SCC(=O)N3CCc4ccccc43)nn2c1=O,4.0
COc1cc2c(O)cc(C(=O)O)c(-c3cc(OC)c(OC)c(OC)c3)c2cc1OC,4.6
CCc1ccc(C2NC(c3ccc(CC)cc3)C([N+](=O)[O-])C(C)(C)C2[N+](=O)[O-])cc1 (stereo not drawn),-1.1
C=CCNC(=S)Nc1sc2c(c1C(N)=O)CCCC2,-0.8
Cc1noc(C)c1S(=O)(=O)N(C)C[C@H]1Oc2c(NC(=O)NC3CCCCC3)cccc2C(=O)N([C@H](C)CO)C[C@@H]1C,5.8
Cc1cc2c(ncn2C)c(NS(=O)(=O)c2ccc(F)cc2)c1C,5.7
O=C(NCc1csc(-c2ccccc2)n1)c1cc(F)cc2c1OCOC2,2.5
C[C@H]1CN([C@@H](C)CO)C(=O)CCCn2cc(nn2)CO[C@@H]1CN(C)S(=O)(=O)c1ccc(Oc2ccccc2)cc1,-0.8
C/C(=N/Nc1ccc(C)cc1)C1(C)N(O)C(C)(C)C(c2ccco2)=[N+]1[O-] (stereo not drawn),5.7
c1ccc(CSc2ccc(-c3cccs3)nn2)nc1,-0.9
CC(C)(C)NC(=O)C(c1ccncc1)n1c(=O)c(-c2ccccc2)nc2ccccc21 (stereo not drawn),-1.0
CN(C)S(=O)(=O)c1cccc(NC(=O)c2ccc(N3CCOCC3)c([N+](=O)[O-])c2)c1,-3.0
CCCNC(=O)N1C[C@H](O)COC[C@@H]2O[C@@H](CC(=O)NCCCN3CCOCC3)CC[C@H]21,0.4
COCCN(Cc1cc2cc3c(cc2nc1Cl)OCO3)C(=O)Nc1ccc(OC)cc1,-1.7
COc1ccc(/C=N/n2cnnc2)cc1Oc1nc(Cl)ncc1F,0.3
Cc1cccc(N2CCN(c3nc4ccc(Cl)cc4n4cnnc34)CC2)c1C,-0.2
CN1CCN(C(=O)C2=C[C@@H](c3csc4ccccc34)C[C@@H](OCc3ccc(CO)cc3)O2)CC1,-0.3
O=C1CC(=O)N(c2cccc(F)c2)N1,-2.5
Cn1c(N)c(C(=O)N/N=C/c2ccccc2)sc1=S,-0.8
CCOC(=O)c1c2c3c(cccc3[nH]c1=O)C(=O)c1ccccc1-2,-1.1
COc1ccccc1NC(=O)CSc1ccc2nnc(-c3ccncc3)n2n1,-0.2
Cc1ccc(SCc2noc(-c3c(C)noc3C)n2)cc1,2.9

# Not a retest: an excerpt of the list.
SMILES,TTR transcr act
Cc1cc2c(ncn2C)c(NS(=O)(=O)c2ccc(F)cc2)c1C,5.7
O=C(NCc1csc(-c2ccccc2)n1)c1cc(F)cc2c1OCOC2,2.5
C[C@H]1CN([C@@H](C)CO)C(=O)CCCn2cc(nn2)CO[C@@H]1CN(C)S(=O)(=O)c1ccc(Oc2ccccc2)cc1,-0.8
C/C(=N/Nc1ccc(C)cc1)C1(C)N(O)C(C)(C)C(c2ccco2)=[N+]1[O-] (stereo not drawn),5.7
c1ccc(CSc2ccc(-c3cccs3)nn2)nc1,-0.9
CC(C)(C)NC(=O)C(c1ccncc1)n1c(=O)c(-c2ccccc2)nc2ccccc21 (stereo not drawn),-1.0
CN(C)S(=O)(=O)c1cccc(NC(=O)c2ccc(N3CCOCC3)c([N+](=O)[O-])c2)c1,-3.0
CCCNC(=O)N1C[C@H](O)COC[C@@H]2O[C@@H](CC(=O)NCCCN3CCOCC3)CC[C@H]21,0.4
COCCN(Cc1cc2cc3c(cc2nc1Cl)OCO3)C(=O)Nc1ccc(OC)cc1,-1.7
COc1ccc(/C=N/n2cnnc2)cc1Oc1nc(Cl)ncc1F,0.3
Cc1cccc(N2CCN(c3nc4ccc(Cl)cc4n4cnnc34)CC2)c1C,-0.2
CN1CCN(C(=O)C2=C[C@@H](c3csc4ccccc34)C[C@@H](OCc3ccc(CO)cc3)O2)CC1,-0.3
O=C1CC(=O)N(c2cccc(F)c2)N1,-2.5
Cn1c(N)c(C(=O)N/N=C/c2ccccc2)sc1=S,-0.8
CCOC(=O)c1c2c3c(cccc3[nH]c1=O)C(=O)c1ccccc1-2,-1.1
COc1ccccc1NC(=O)CSc1ccc2nnc(-c3ccncc3)n2n1,-0.2

# The listing continues:
SMILES,TTR transcr act
COc1ccccc1Oc1ccccc1[N+](=O)[O-],0.7
COc1ccc(S(=O)(=O)N2CCC3CC2c2cc(N4CCOCC4)ccc23)cc1 (stereo not drawn),0.5
O=C(O)c1ccc(/C=C/c2nc3ccccc3c(=O)[nH]2)cc1,2.5
Cn1c(N)c(C(=O)COC(=O)[C@@H]2CCCN2S(=O)(=O)c2ccc(Cl)cc2)c(=O)n(C)c1=O,1.4
CCOc1ccc(CCNC(=O)c2cn(C)c3ccc(S(=O)(=O)N4CCOCC4)cc3c2=O)cc1OCC,-2.5
CCOC(=O)N1CCN(C(=O)c2cc(COc3c(F)cccc3F)on2)CC1,-3.4
O=C(Nc1ccccc1C(=O)NCCN1CCOCC1)c1ccco1,0.3
CCCN(C(=O)C(NC(=O)c1ccccc1)C(C)C)c1c(N)n(Cc2ccccc2)c(=O)[nH]c1=O (stereo not drawn),2.7
O=c1[nH]cc(NCCNc2ncc(C(F)(F)F)cc2Cl)c(=O)[nH]1,3.1
O=C(Nc1nonc1NC(=O)c1cccs1)c1cccs1,0.0
CCOc1ccccc1CNC(=O)Cn1c(=O)oc2ccccc21,0.7
S=c1[nH]nc(-c2cccs2)n1/N=C/c1cn(-c2ccccc2)nc1-c1cccs1,1.1
Cc1ccc(C#CC[N+]2(CC#Cc3ccc(C)cc3)CCCCC2)cc1,-4.9
COC(=O)c1ccc(CNC(=O)COC(=O)C2CCC(C(C)(C)C)CC2)cc1 (stereo not drawn),2.7
COC(=O)c1sccc1NC(=S)NCc1ccc(Cl)cc1,2.2
CC(C)(C)c1ccc(-c2nc(C#N)c(NCc3cccnc3)o2)cc1,3.3
CCCCN1C(=N)N([C@@H](C)CN2CCC[C@H]2CN2C(N)=NC[C@H]2CC(C)C)C[C@H]1[C@H](C)CC,1.8
O=C(C(=O)N1CCN(c2ccc([N+](=O)[O-])cc2)CC1)c1cn(CC(=O)N2CCOCC2)c2ccccc12,-0.6
O=C(c1ccc(N2CCOCC2)c([N+](=O)[O-])c1)N1CCN(S(=O)(=O)c2cccs2)CC1,0.3
CCOc1cccc(CNCCNC(=O)c2nonc2N)c1,2.6
O=C(NCCc1nc2ccccc2[nH]1)/C(=C/c1ccco1)NC(=O)c1ccc(Br)cc1,-1.0
S=C(NCCc1ccccc1)N1CCCC1,6.4
CCOC(=O)CN(C(=O)CSc1nnc(CNc2ccc(F)cc2)n1C)c1ccccc1,5.7
COc1ccc(C)cc1S(=O)(=O)Nc1ccccc1C,-2.6
C/C(=N\NC(=O)c1ccc(Cl)cc1)c1cccc(NC(=O)c2cccnc2)c1,-1.6
Cc1cc(OC(=O)c2ccccc2Br)c([N+](=O)[O-])c(=O)[nH]1,-0.7
Cc1cccc(OCCn2cc(/C=N/NC(=O)c3ccncc3)c3ccccc32)c1,-1.1
O=C(NCCCN1CCOCC1)c1cc(C(=O)C2CCCCC2)c[nH]1,-2.4
Cc1sc2ncnc(SCC(=O)N3CCCCC3)c2c1C,0.7
S=C1NCN(Cc2ccccc2)CN1,1.0
CCOc1ccc(-c2noc(-c3cccnc3)n2)cc1OCC,-1.1
CCN(c1ccccc1)S(=O)(=O)c1ccc2c(c1)OCCO2,0.1
CCc1ccc(N(CC(=O)NCc2ccco2)C(=O)CCC(=O)Nc2nccs2)cc1,0.0
Cc1ccc(Cn2cc(-c3ccccc3)nn2)cc1,3.7
Cc1nn(C)c(C)c1CN(C)C(=O)CCCC(=O)O,-1.7
O=C(NCCCCc1ccccc1)c1ccccc1Br,-2.1
CC(C)Cn1nc(NS(=O)(=O)c2cccc3nonc23)c2cc3ccccc3nc21,2.0
Cc1ccc(CNC(=O)C2CCC(CNc3nc(=S)[nH]c4ccccc34)CC2)cc1 (stereo not drawn),0.3
Cc1ccc(CO/N=C/C2=C(Cl)c3ccccc3CC2)cc1,-0.6
O=C1CCC([N+](=O)[O-])C(C2CC=CCC2)N1 (stereo not drawn),-1.2
NC(=O)C[n+]1ccc(/C=N/O)cc1,7.8
COc1ccc(C(=O)NCS(=O)(=O)c2ccc(C)cc2)cc1,2.7
Nc1nc(CN2CCN(c3ccccc3F)CC2)nc(Nc2ccc3c(c2)OCCO3)n1,1.9
CCOC(=O)Cc1c(C)[nH]c(=S)[nH]c1=O,0.0
COC(=O)C1=C(C)N(C2CCCCC2)C(=O)C1,2.8
CCOc1ccc2nc(-c3cc(NC(C)=O)ccc3O)sc2c1,-0.1
CC(C(=O)N1CCCCC1)N1CCN(S(=O)(=O)c2ccc(Cl)cc2)CC1 (stereo not drawn),-0.3
C[C@H]1COC(=O)[C@H](Cc2ccc(F)cc2)C/C=C\C[C@@H](CC(=O)NCCO)C(=O)N1,0.4
CNCc1sccc1C,-0.1
CCOc1ccc2cc(/C=C/C(=O)c3ccco3)c(Cl)nc2c1,-0.2

# Next structures:
SMILES,TTR transcr act
O=C(COc1ccc2ccccc2c1)NC1CC1,3.1
CCCSc1nc(C)cc(C)c1C(N)=O,3.1
CCN(CC)C(=O)[C@H]1CC(CC(=O)NCCCN(C)C)C(=O)N2CCc3c([nH]c4ccc(OC)cc34)[C@]12C (stereo partly drawn),1.4
Cc1ccc(Cn2cc(COC(=O)N3CCCC3)nn2)cc1,0.4
Cc1nc(C)c(C(=O)NCCC(c2ccccc2)c2ccccc2)o1,-0.5
Cc1cc(Cl)c(S(=O)(=O)Nc2ccc(Cl)cn2)cc1OCC(N)=O,-0.2
CCc1nnc(NC(=O)CCC(=O)N2CCN(c3ccccn3)CC2)s1,6.7
CCOC(=O)c1c(NS(=O)(=O)c2cccc(OC)c2)sc2c1CCC2,2.9
S=C(Nc1ccccc1Cl)Nc1ccc(Cl)cc1Cl,-4.3
CCN(CC)C(C)C(=O)Nc1c2c(cc3c1CCC3)CCC2 (stereo not drawn),3.7
FC(F)(F)c1cc(CCN2C(=S)NC[C@@H]2c2ccccc2)cc(C(F)(F)F)c1,-0.6
CC(C)Cc1nnc(NC(=O)CSc2ccccn2)s1,3.5
Cc1cc(C)cc(N(CC(=O)NCc2ccc(F)cc2)C(=O)c2snc(C(N)=O)c2N)c1,-0.1
COc1ccc(C=C2SC(=S)NC2=O)c(OC)c1OC,-0.4
Nc1nc(-c2ccc(Cl)cc2)nn1C(=O)c1cccnc1,3.8
Cc1noc(C)c1COc1cccc(C(=O)Nc2ccccc2N2CCOCC2)c1,-0.1
CC(C)CN(CC(C)C)c1ccc(/C=N/n2cnnc2)cc1[N+](=O)[O-],0.2
O=S(=O)(Nc1cccc2c1CCCC2)c1cccc(C(F)(F)F)c1,2.2
COc1ccc(CN2CCNC(=O)C2CC(=O)N(C)Cc2nonc2C)c(F)c1 (stereo not drawn),2.6
CCCCCCc1cc2cc(C(=O)Nc3ccccc3)c(=O)oc2cc1O,7.7
O=C(c1cc(-c2ccncc2)nc2ccccc12)N1CCN(c2ccc(N3CCOCC3)nn2)CC1,0.9
CN(c1ccc(OCC(=O)Nc2nc3ccccc3s2)cc1)S(=O)(=O)c1ccccc1,-3.6
CC(C)CC(NC(=O)C(NC(=O)OC(C)(C)C)C(C)C)C(N)=O (stereo not drawn),2.9
COC(=O)[C@]1(Sc2ccc(C)cc2)CC(=O)N[C@@H]1c1ccco1,-0.9
Nc1cccc(-c2cn3cccnc3n2)c1,2.8
NC1=NC(=O)C(c2ccccc2)(c2ccccc2)S1,-1.9
CCCCCCCCCCCC(=O)NC1CCS(=O)(=O)C1 (stereo not drawn),-2.1
